TEAD-YAP inh = TEAD-YAP interaction inhibition. HEK-TIYL cells, TEAD-Gal4/YAP UAS-luciferase luminescence. 1.4% of 640,000 active. inhibition, % at 9.12 µM; in the data active = inhibition above about 32%;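 note: 0% = median of test compound wells and 100% = reference inhibitor wells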
FBW7 act = activators of human E3 ligase FBW7; Q969H0; AlphaScreen FBW7–phospho-cyclin E peptide binding, activator screen; normalized activity (activation), % at 26.1 µM; 0.13% of 650,000 active; AID 1259310; in the data active = normalized activity above about 1.9%;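 note: purified mutant Fbw7 with reduced substrate affinity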
GPR151 activ = activators of human GPR151 | Q8TDV0 | PathHunter beta-arrestin GPR151 cells, luminescence | activation, % at 11.2 µM | 1% of 650,000 active; in the data active = activation above about 4.9%;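 note: 0% = median of compound wells and 100% = cells with positive control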
Target sequence (Q8TDV0 whole entry, looked up): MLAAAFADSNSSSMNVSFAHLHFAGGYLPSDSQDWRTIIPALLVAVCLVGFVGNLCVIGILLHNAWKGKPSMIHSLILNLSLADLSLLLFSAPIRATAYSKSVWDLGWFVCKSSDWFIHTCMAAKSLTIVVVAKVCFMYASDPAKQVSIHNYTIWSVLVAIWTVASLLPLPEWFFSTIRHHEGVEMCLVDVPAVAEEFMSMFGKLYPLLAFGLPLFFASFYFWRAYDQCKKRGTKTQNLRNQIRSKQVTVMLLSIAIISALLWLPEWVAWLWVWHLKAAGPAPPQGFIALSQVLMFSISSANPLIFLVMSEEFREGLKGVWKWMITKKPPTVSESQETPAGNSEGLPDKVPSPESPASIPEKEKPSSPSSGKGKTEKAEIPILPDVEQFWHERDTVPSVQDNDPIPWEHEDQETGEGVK
MITF primary = human MITF inhibition, primary screen | 0.91% of 650,000 active | inhibition, % at 2.6 µM | AlphaScreen MITF homodimerization, bead proximity signal | O75030; in the data active = inhibition above about 50%;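 note: 0% = vehicle wells with protein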
Target sequence (O75030 whole entry, looked up): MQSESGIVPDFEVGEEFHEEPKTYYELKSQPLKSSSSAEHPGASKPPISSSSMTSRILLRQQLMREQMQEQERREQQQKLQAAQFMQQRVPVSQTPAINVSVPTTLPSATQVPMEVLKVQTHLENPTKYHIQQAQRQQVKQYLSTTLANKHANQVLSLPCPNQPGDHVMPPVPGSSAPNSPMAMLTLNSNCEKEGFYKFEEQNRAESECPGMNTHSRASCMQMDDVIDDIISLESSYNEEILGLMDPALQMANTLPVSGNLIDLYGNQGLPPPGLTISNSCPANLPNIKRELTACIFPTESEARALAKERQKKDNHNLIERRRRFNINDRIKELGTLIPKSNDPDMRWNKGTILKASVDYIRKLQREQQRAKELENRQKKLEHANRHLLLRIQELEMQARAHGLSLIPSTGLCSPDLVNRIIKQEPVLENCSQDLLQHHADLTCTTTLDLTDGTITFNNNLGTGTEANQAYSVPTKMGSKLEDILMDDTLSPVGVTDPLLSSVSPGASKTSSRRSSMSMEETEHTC
* = called active by the depositor.

SMILES,GPR151 activ,MITF primary,FBW7 act,TEAD-YAP inh
CCOCCCNC(=O)C(NC(=O)c1ccc(NC(C)=O)cc1)c1ccccc1 (configuration not stated),-0.3,14.4,0.3,-0.2
COc1ccc(-n2c(=S)[nH]c3cc(C(=O)N(C)Cc4ccccc4)ccc3c2=O)cc1OC,-0.1,10.6,0.0,6.5
CC(=O)NN1C(=O)c2cccc3c(N(C)C)ccc(c23)C1=O,0.1,14.9,0.0,8.5
COC(=O)C1=CN(CC2CCCO2)C=C(C(=O)OC)C1c1cccc(F)c1 (configuration not stated),5.7*,2.0,0.4,-4.5
CSc1ccccc1NC(=O)N1CCCC(N2CCN(c3ccccc3)CC2)C1 (configuration not stated),-2.4,-21.3,-0.2,1.3
O=S(=O)(NCCC12CC3CC(CC(C3)C1)C2)c1cccc2nsnc12,4.5,-3.1,-0.5,-21.7
CCN(CC)C(=S)SCC(=O)NC12CC3CC(CC(C3)C1)C2,0.9,4.0,0.0,6.6
O=C(NC(=S)Nc1cccc(-c2nc3ccccc3s2)c1)c1ccco1,-0.5,11.3,0.2,-25.5
CCCN1CCN(C(=O)c2cnc(N3CCN(c4ccccc4OC)CC3)c3ccccc23)CC1,-0.9,10.6,-0.1,27.7
CC1=C(C(=O)OC(C)C)C(c2ccc(C)cc2)C(C(=O)OC(C)C)=C(C)N1,0.2,-6.2,0.1,1.3
Cn1c(SCc2cccc(F)c2)ncc(C(=O)Nc2ccccc2)c1=O,-0.8,12.3,0.0,-6.5
COc1ccc(C)cc1NC(=O)Nc1nnc(N2CCCCC2)s1,1.0,-0.1,-0.2,-7.5
CCCCN(C)C(=O)c1cc2cccc(OC)c2oc1=O,1.9,-7.1,-0.1,-3.4
CCc1cccc(CC)c1NC(=O)c1c(C)c(-c2ccc(Cl)cc2)nc2ccccc12,-0.7,-13.7,-0.1,4.7
CC(=O)CN1CCN(S(=O)(=O)c2ccccc2)CC1,1.6,9.1,-0.1,5.5
CC(C)Oc1ccc(/C=C(/NC(=O)c2ccccc2)C(=O)O)cc1,-1.8,13.2,0.3,7.3
COc1cc(C=O)ccc1OCC(=O)NC(C)(C)C,0.1,4.6,0.1,5.5
COc1ccc(C(=O)N2N=C(C)CC2(C)O)cc1 (configuration not stated),-0.6,-5.3,0.0,-1.4
COC(=O)c1c(NC(=O)/C(C#N)=C/c2ccc(OC)cc2)sc2c1CCC2,0.3,5.8,-0.1,-1.6
COc1ccc(CNC(=O)c2n[nH]c3ccccc23)cc1,-0.7,0.2,-0.1,-21.3
CC(C)N(CCNc1cc(Nc2ccc(-n3ccnc3)cc2)ncn1)C(C)C,0.4,-4.3,0.0,-13.8
CC(=O)c1cccc(S(=O)(=O)NC2CCCCC2)c1,2.0,-5.9,-0.2,7.1
CC(C)NC(=O)c1ccccc1NC(=O)Nc1ccccc1,0.2,-1.3,0.0,-4.0
COC(=O)c1ccc(C(=O)OC)c(NC(=O)COC(=O)/C(C#N)=C/c2ccccc2)c1,-1.1,7.5,-0.1,9.5
Cc1cccc(C(=O)N(CCO)Cc2cc3cc(C)ccc3[nH]c2=O)c1,1.1,-4.3,-0.1,1.3
O=C(/C=C/c1ccccc1)C1=C(O)C(=O)N(c2ccccn2)C1c1ccc(F)cc1 (configuration not stated),-0.1,6.6,0.0,-4.9
O=C(CSc1ncccc1-c1nc2ccccc2[nH]1)N1CCCC1,3.3,-2.6,0.3,-6.5
O=C(Nc1ccc(Cl)cn1)S(=O)(=O)c1ccccc1,-1.3,8.8,0.6,13.9
N#Cc1ccc(COc2ccc(-n3cnnn3)cc2)cc1,-1.6,3.7,0.1,7.7
N#Cc1cc(-c2ccccc2)nc(N2CCCCCC2)n1,1.3,2.0,0.1,4.5
CC(Oc1ccccc1)C(=O)N(Cc1nc(-c2ccccc2)no1)C(C)(C)C (configuration not stated),2.6,6.3,0.1,-5.9
Cc1cc(F)c(F)cc1C(=O)N1CCOCC1,-0.6,-1.6,0.0,-2.7
O=C(NCCc1c[nH]c2ccccc12)/C(=C\c1cccnc1)NC(=O)c1ccco1,-0.7,-8.8,-0.2,-3.1
CC1(C)OC(=O)C(=CNc2ccc(Cl)cn2)C(=O)O1,-2.4,17.2,0.5,-2.4
Cc1ccc(N2C(=O)C3C4c5ccccc5C(C)(c5ccccc54)C3C2=O)c([N+](=O)[O-])c1 (configuration not stated),4.2,13.7,0.5,4.8
COc1ccc(OS(C)(=O)=O)c(/C=c2\sc3nc4ccccc4n3c2=O)c1,-0.8,-6.0,0.0,1.8
O=[N+]([O-])c1cc(Cl)cc(C=Nc2ccccc2)c1O,-0.6,6.0,0.0,-10.8
O=C(Nc1nc(CCC(=O)N2CCc3ccccc32)cs1)c1ccc(Cl)cc1,0.7,15.6,0.3,-1.8
CN(C)CC(C)(O)c1ccc2c(c1)CN(C(=O)c1cc(C(F)(F)F)[nH]n1)CCO2 (configuration not stated),0.3,15.9,0.2,-4.3
O=C1N[C@H](Cc2ccccc2)C(=O)N2CCN(Cc3nc(-c4ccccc4)cs3)C[C@H]12,-0.7,1.0,-0.1,0.4
O=[N+]([O-])c1ccc(Nc2ccc(Br)cc2)nc1,0.4,-11.2,-0.1,-21.0
COc1ccc2c(=O)c(-c3ccccc3Cl)coc2c1OC,-1.1,-7.5,-0.1,-0.4
OC1CCN(Cc2ccc3c(c2)CN(C2CCSCC2)CCO3)CC1,-0.7,-1.4,0.1,-0.5
O=C(Nc1cccnc1)c1coc(=O)c2ccccc12,0.1,-6.1,-0.1,-6.1
Cc1ccc(S(=O)(=O)N2Cc3ccccc3C[C@H]2C(=O)Nc2ccc(O)cc2)cc1,1.1,5.1,0.1,6.8
COc1cc(-c2cn[nH]c2)ccc1NC(=O)C1COc2ccc(C)cc2C1 (configuration not stated),0.8,16.4,-0.1,6.2
NC(=O)C1CCN(C(=O)c2ccc3c(c2)NC(=O)c2ccccc2N3)CC1,-1.6,-4.7,-0.1,-1.6
Cc1noc(C)c1S(=O)(=O)N1CCCC(C(=O)NCc2ccccc2Cl)C1 (configuration not stated),-0.5,-3.8,-0.2,-5.8

Record cards (already shown). Screens in order: GPR151 activ	MITF primary	FBW7 act	TEAD-YAP inh
O=C(Nc1cccnc1)c1coc(=O)c2ccccc12 is listed as 0.1	-6.1	-0.1	-6.1
COc1ccc2c(=O)c(-c3ccccc3Cl)coc2c1OC is listed as -1.1	-7.5	-0.1	-0.4
NC(=O)C1CCN(C(=O)c2ccc3c(c2)NC(=O)c2ccccc2N3)CC1 is listed as -1.6	-4.7	-0.1	-1.6
CN(C)CC(C)(O)c1ccc2c(c1)CN(C(=O)c1cc(C(F)(F)F)[nH]n1)CCO2 (configuration not stated) is listed as 0.3	15.9	0.2	-4.3

(cont.)
SMILES,GPR151 activ,MITF primary,FBW7 act,TEAD-YAP inh
O=C(NC1(C(F)(F)F)C(=O)Nc2c1c(=O)[nH]c(=O)n2Cc1ccccc1)C1CC1 (configuration not stated),0.2,17.3,0.1,-4.2
CCOCCCNC(=O)c1cc2c(s1)CS(=O)(=O)C2,-0.2,3.3,0.1,-0.1
N#Cc1cc2c(=O)n3ccccc3nc2n(Cc2ccccc2)c1=NC(=O)c1cccnc1,2.0,-8.7,0.0,-1.3
CCC1Oc2ccccc2N(CC(=O)NCCCOC)C1=O (configuration not stated),1.7,3.3,0.1,2.0
COc1ccc2c(c1)cc1n2CCN=C1N,0.2,-6.5,0.1,-18.4
CCCCn1c(CNC(=O)Cc2ccc(OC)cc2)nnc1SC(C)C(=O)Nc1sc2c(c1C(=O)OCC)CCCC2 (configuration not stated),0.3,-1.2,-0.1,-1.0
COc1ccccc1-n1c(SCc2ccc(Cl)cc2)nc2c(sc(=S)n2-c2ccccc2)c1=O,-1.4,-0.7,0.1,-12.7
COc1ccc(-c2nn(-c3ccccc3C)cc2CN2CCCN(C=O)CC2)cc1F,-0.7,-5.2,-0.2,-0.3
O=C(CCC(=O)OCC(=O)c1ccc(Cl)cc1)Nc1cccc(O)c1,0.1,5.4,0.0,9.2
CCOc1cc(C2C(C(=O)OC)=CN(Cc3ccc(Cl)cc3)C=C2C(=O)OC)cc(Br)c1OCC,2.2,0.7,0.4,-8.7
CCCC(=O)N=c1sc2cccc(F)c2n1CC,-1.0,-3.2,0.0,-2.0
CC(C)c1ccc(NC(=O)Cc2c(C(=O)O)n(C)c3ccccc23)cc1,-0.2,-6.4,-0.1,-1.1
COc1ccc2cc(/C=N/Nc3ccccn3)c(Cl)nc2c1,12.5*,2.6,0.5,-3.2
COc1ccc([N+](=O)[O-])cc1-c1[nH]c(-c2cc(OC)c3c(c2)OCO3)nc1-c1ccccc1,0.1,0.9,-0.2,4.2
N#C/C(=C\c1ccc([N+](=O)[O-])s1)c1nc2ccccc2[nH]1,-0.1,8.6,0.1,10.9
COc1ccc(OC)c(C2NC(=O)c3c(sc4c3CCN(C)C4)N2)c1 (configuration not stated),-0.3,5.5,0.0,4.0
OCCN(Cc1nc(-c2ccccn2)no1)CC12CC3CC(CC(C3)C1)C2,0.6,7.1,0.0,0.6
O=C(Nc1nnc(-c2ccco2)o1)C(c1ccccc1)c1ccccc1,2.8,3.1,0.0,-4.3
COc1cccc(-n2nc(C(=O)Nc3cccc(C(F)(F)F)c3)c3ccccc3c2=O)c1,1.4,5.3,-0.1,-11.3
COc1cc(C(=O)NC2CCCCC2)c([N+](=O)[O-])cc1OC,-0.9,40.1,0.1,4.5
CC(=O)c1cc(C(=O)N2CCCC(N3CCOCC3)C2)cs1 (configuration not stated),-0.7,-2.1,0.0,4.6
COc1ccccc1NC(=O)Cn1cnc2sc(C(=O)Nc3ccc(F)cc3Cl)c(C)c2c1=O,1.3,11.7,-0.5,10.1
COc1cc(C(=O)OCC(=O)N(Cc2ccccc2)C(C)(C)C)c([N+](=O)[O-])cc1OC,1.4,3.3,-0.3,-6.5
CSc1nc(N)nc(SCC(=O)Nc2ccccc2C)c1C#N,0.2,-1.4,0.0,0.3

Copied from the list:
Under FBW7 act, O=C(NC1(C(F)(F)F)C(=O)Nc2c1c(=O)[nH]c(=O)n2Cc1ccccc1)C1CC1 (configuration not stated) is listed with 0.1
Under TEAD-YAP inh, O=S(=O)(NCCC12CC3CC(CC(C3)C1)C2)c1cccc2nsnc12 is listed with -21.7

(continued)
SMILES,GPR151 activ,MITF primary,FBW7 act,TEAD-YAP inh
Nc1cc(=O)n(CC(=O)N2CCCCCC2)c(=O)n1Cc1ccccc1,-1.9,-6.3,-0.1,2.1
Cc1c(-c2ccccc2)nc2sc3c(c2c1N)CCCCC3,-0.7,12.2,0.5,-2.4
CCn1c(O)c(C=Nc2ccc(Cl)c(C(=O)O)c2)c(=O)[nH]c1=O,2.0,-1.7,-0.1,4.1
Cn1nc(C(=O)Nc2ccccc2F)c2c1-c1ccccc1OC2,-1.8,2.6,0.2,-7.4
Cc1ccccc1C(=O)Nc1sc2c(c1C(=O)N1CCCCC1)CCC2,-1.3,8.2,0.0,1.0
CCOC(=O)c1sc2nc(SCc3ccccc3C)n(Cc3ccc(F)cc3)c(=O)c2c1C,0.4,4.7,-0.1,2.1
NC(=O)Cn1c(=O)n(Cc2ccco2)c(=O)c2ccc(C(=O)NCCc3ccccc3)cc21,1.7,1.0,-0.2,-0.6
COc1cc(/C=N/NC(=O)Cc2n[nH]c(=O)[nH]c2=O)ccc1OCc1ccccc1,-0.7,2.2,-0.2,-23.0
C1CCN(c2nc3nonc3nc2NCC2CCOCC2)CC1,-1.1,-2.8,0.3,3.5
CCOC(=O)C1=C(C)N=c2s/c(=C\c3cc(Br)ccc3OC(C)=O)c(=O)n2C1c1cccc([N+](=O)[O-])c1 (configuration not stated),-1.1,0.7,-0.2,3.8
NC(=O)c1c(NC(=O)c2ccc([N+](=O)[O-])cc2)sc2c1CCCCCC2,0.7,-6.0,-0.1,-14.3
Cc1ccc(S(=O)(=O)N2CCN(c3ccccc3C)CC2)cc1,-0.4,-9.0,0.0,2.2
O=C(CN(Cc1ccc(Br)cc1)S(=O)(=O)c1ccccc1)NC1CCCC1,-0.1,0.0,-0.1,-13.2
Cc1ccc2nc(-c3ccccc3)cc(C(=O)Nc3ccccc3C)c2c1,-0.6,17.0,0.1,11.0
O=c1[nH]ncn1-c1ccc(OCc2ccccc2)cc1,-10.1,-1.4,0.1,7.1
CCN1CCN(C(=O)c2ccc(CS(=O)(=O)c3ccc(OC)cc3)o2)CC1,0.1,3.7,0.0,-2.3

Screening data: PubChem, The Scripps Research Institute Molecular Screening Center
